Assay outcomes as filed in PubChem.
GalR3 antag: antagonists of human GalR3; O60755; HEK293 GalR3-CNG cAMP membrane potential fluorescence; galR3 body fused to GalR1 C-terminus; inhibition, % at 3 µM; 360,000 tested, 0.44% active; AID 651719;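 active = inhibition above the screen-wide average plus 3 SD, cut at about 13% in these data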;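 also: forskolin and galanin both at EC90 stimulate the cells; cAMP rise reported by CNG channel membrane potential dye signal; 0% = forskolin plus galanin with DMSO and 100% = forskolin alone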
Target sequence (O60755 1-299 limits assumed): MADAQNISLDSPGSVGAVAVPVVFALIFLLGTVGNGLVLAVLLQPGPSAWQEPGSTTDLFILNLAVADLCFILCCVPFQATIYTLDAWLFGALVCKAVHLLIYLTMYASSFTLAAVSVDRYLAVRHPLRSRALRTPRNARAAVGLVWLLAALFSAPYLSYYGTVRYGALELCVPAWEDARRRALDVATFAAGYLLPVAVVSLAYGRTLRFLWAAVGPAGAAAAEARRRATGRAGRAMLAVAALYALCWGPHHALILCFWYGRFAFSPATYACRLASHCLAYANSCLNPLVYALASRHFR
Starred values were filed as active, the others as inactive. These rows are one share of the data (hit frequency here may not be typical).

SMILES | GalR3 antag
COC(=O)[C@]12CCCCC=C1N(Cc1ccco1)C(=O)[C@H](CC(=O)NCc1ccc(C)o1)C2 | -3
CCCNC(=O)C1(C)CCN(C(=O)c2cc(C)nn2C(C)(C)C)C1 (centres undefined) | -6
Cc1cccc(-c2ccc([N+](=O)[O-])cc2CN2CCN(c3ncc(Cc4ccccc4)cn3)CC2)c1 | -1
C[C@H]1CN(C(=O)OC(C)(C)C)CCN1c1ccc(Br)c(C#N)c1 | -3
CN(C)c1ccc(-c2csc(C(C)(O)c3ccccc3)n2)cc1 (centres undefined) | -8
FC(F)(F)c1ccccc1Cc1c(-c2ccccc2)nc2ccc(Br)cn12 | -7
OC[C@@H]1CN(Cc2ccc(F)cc2)C[C@H](n2cnc3c(NCc4ccco4)ncnc32)O1 | -7
CCCCc1c(-c2ccccc2OC)ncn1Cc1ccccc1 | -10
CC(=O)Nc1ccc(-c2ccnc3c2CC(C(=O)Nc2cccc(C(C)=O)c2)O3)cc1 (centres undefined) | -5
CCCNC(=O)C1(C)CCN(C(=O)COc2ccc(C(C)(C)C)cc2)C1 (centres undefined) | -7
COC(=O)c1ccc2nc(-c3ccc(C)cc3)c(Cc3ccc(OC)cc3C)n2c1 | -8
COCC(=O)N[C@H]1C=C[C@@H](CC(=O)OC)O[C@@H]1CO | -3
COC1C(O)CCC2(CO2)C1C1(C)OC1CC=C(C)C (centres undefined) | -1
CCCCN(C)c1c(C)nc2ccc(C(=O)N(C)CCN(C)C)cn12 | -7
CC(C)(C)CC(=O)Nc1nc(C(N)Cc2ccc(C(F)(F)F)cc2)cs1 (centres undefined) | -1

Retrieved by compound from above, 4 records:
SMILES | GalR3 antag
CCCCN(C)c1c(C)nc2ccc(C(=O)N(C)CCN(C)C)cn12 | -7
CN(C)c1ccc(-c2csc(C(C)(O)c3ccccc3)n2)cc1 (centres undefined) | -8
CC(=O)Nc1ccc(-c2ccnc3c2CC(C(=O)Nc2cccc(C(C)=O)c2)O3)cc1 (centres undefined) | -5
FC(F)(F)c1ccccc1Cc1c(-c2ccccc2)nc2ccc(Br)cn12 | -7

The results go on.
SMILES | GalR3 antag
CCCc1c(-c2ccccc2)ncn1Cc1ccccc1OC | -4
COc1ccc(C2=Nc3ccccc3N(C(=O)Cc3cc(OC)cc(OC)c3)C2C(=O)NC(C)(C)C)cc1 (centres undefined) | -2
COc1ccccc1CNc1nc(NCCNC(C)=O)c2sccc2n1 | -7
O=S1(=O)CC(N2CCC(Cc3ccccc3)CC2)CN1C1CCCC1 (centres undefined) | -5
Brc1cccc(-c2nc3ccc(Br)cn3c2Cc2ccccc2)c1 | -7
CSc1ccc(CN2C(=O)C(C)ON=C2c2ccccc2F)cc1 (centres undefined) | -2
O=C(NCC1CC1)c1ccc2sc([C@H]3C[C@H](O)[C@@H](CO)O3)nc2c1 | 5
CCOC(=O)[C@]12CCC=C1N(Cc1ccco1)C(=O)[C@H](CC(=O)NCCCN1CCCC1=O)C2 | -1
Cc1cccc(C)c1NC(=O)C1(C)CSCC(=O)N1CCc1ccccc1F (centres undefined) | -3
CCC(CO)Nc1ccn2nc(-c3cccs3)cc2n1 (centres undefined) | -9
CCCCCCCCN1C(=O)[C@@H](CC(=O)NCc2cccs2)C[C@@]2(C(=O)OC)C1=C[C@H](C1CCCC1)O[C@@H]2C | -7
O=C(/C=C(\Nc1ccc(Br)c(F)c1)c1ccccc1)c1ccccc1 | -7
Cc1ccc(Cc2c(-c3ccc(F)cc3)nc3ccc(Br)cn23)cc1 | -9
COc1ccccc1-c1ccc2c(c1)C(C)(Cc1ccccc1C#N)C(=O)N2 (centres undefined) | -8
O=C(C[C@@H]1CC[C@@H]2[C@H](COC[C@H](O)CN2CCC(F)(F)F)O1)NCc1ccc2c(c1)OCO2 | -7
COC(=O)c1ccc2nc(C(C)(C)C)c(Cc3ccc(OC)cc3C)n2c1 | -6
CC(O)(c1cccc(F)c1)c1nc(-c2cccc3cccnc23)cs1 (centres undefined) | -6
Cc1ccc(CN2C(=O)CSCC2(C)C(=O)NC(C)C)cc1 (centres undefined) | -6
COC(=O)[C@]12CCCCC=C1N(Cc1ccccc1)C(=O)[C@H](CC(=O)NCCC(C)C)C2 | -2
COc1cc(CCN(C(C)=O)C2C(=O)Nc3ccccc3N=C2c2ccc3c(c2)OCO3)cc(OC)c1 (centres undefined) | 1
S=C1NCc2cncnc2N1 | -3
CC1(C(=O)NS(=O)(=O)Cc2cccc(Cl)c2)CCN1C(=O)c1ccc(C2CCCCC2)cc1 (centres undefined) | -6
CC(C)C[C@H]1CNC(=O)C(=O)N1CC1CCN(CC2CCC(C)CC2)CC1 (some centres undefined) | -6
O=C1c2ccccc2C(c2nnnn2-c2ccc3c(c2)OCCO3)N1CCc1ccccc1F (centres undefined) | -7
CSC(=NS(=O)(=O)c1ccccc1)NNC(=O)c1c(-c2c(Cl)cccc2Cl)noc1C | -2
COc1ccc(C(O)c2nc(-c3cccc(C(C)C)c3)cs2)cc1 (centres undefined) | -2
COc1ccc(-c2cc(C(=O)Nc3cc(OC)c(OC)c(OC)c3)[nH]n2)c(C)c1 | -4
CC(C)n1nnnc1C1c2ccccc2C(=O)N1CCCN1CCOCC1 (centres undefined) | -5
NNC(=O)CNC(=O)Nc1n[nH]c(=S)s1 | -8
CC(C)(C)OC(=O)N1CCC[C@H]1C(=O)N1CCC[C@H]1C(=O)NCc1ccc(F)cc1F | -6

Three compounds already listed, ordered by their value in GalR3 antag, smallest number first.
SMILES | GalR3 antag
CC(O)(c1cccc(F)c1)c1nc(-c2cccc3cccnc23)cs1 (centres undefined) | -6
COc1ccc(-c2cc(C(=O)Nc3cc(OC)c(OC)c(OC)c3)[nH]n2)c(C)c1 | -4
COc1ccc(C(O)c2nc(-c3cccc(C(C)C)c3)cs2)cc1 (centres undefined) | -2

Continuation.
SMILES | GalR3 antag
NC(=O)c1cccc(-c2ccnc3c2CC(C(=O)Nc2ccc(Cl)cc2)O3)c1 (centres undefined) | -6
Cc1cccc(C)c1NC(=O)C(c1ccccc1)n1c(=O)c(-c2ccccc2)nc2ccccc21 (centres undefined) | -10
CC(C)(C)NC(=O)C(c1ccc(C#N)cc1)n1c(=O)c(-c2ccco2)nc2ccccc21 (centres undefined) | -4
CCOC(=O)C1=CC[C@@H](c2cccc(Br)c2)N(S(=O)(=O)c2ccc(F)cc2)[C@H]1c1cccc(Cl)c1 | 1
CC1(C(=O)NS(=O)(=O)c2cccc(F)c2)CCN1C(=O)C1(c2ccc(Cl)cc2)CCC1 (centres undefined) | -2
CC(C)NC(=O)c1cc(-c2ccc(F)cc2OC(C)C)n[nH]1 | -6
CCc1nc2c(OCc3ccc(C#N)cc3)cccn2c1N(C)C(=O)c1ccco1 | 2
COC(=O)c1cc2c(c3c4cc(C)ccc4n(S(=O)(=O)c4ccc(OC)cc4)c13)C(=O)N(Cc1ccc(C(F)(F)F)cc1)C2 | -3
COC(=O)c1ccc(Cn2c(C)c(C(=O)NCc3ccco3)sc2=O)o1 | 4
CCOC(=O)C1=CCN(S(=O)(=O)c2cccc(Cl)c2)C1c1cccc(F)c1 (centres undefined) | -6
COc1ccc(OC)c(CN2C(=O)CCC2(C)c2nnnn2-c2c(C)cccc2C)c1 (centres undefined) | -8
N#Cc1cc2cc(Cl)ccc2[nH]c1=O | -2
O=C(CC1CCCC1)N[C@H](C(=O)N1CCC[C@H]1C(=O)NC1CCCC1)c1ccccc1 | -3
COC(=O)[C@@]1(Cc2ccc(F)cc2)[C@H]2c3cc(C(=O)N4CCCC4)n(CC4CC4)c3C[C@H]2CN1C(=O)c1ccccc1 | -7
CCOC(=O)[C@]12CCC=C1N(Cc1ccccc1)C(=O)[C@H](CC(=O)NCCCN1CCCC1=O)C2 | -4
Cn1ccc2c(N3CCCCC3)cc3c(c21)C1CCC3C1 (centres undefined) | -5
Cc1cc(C)cc(CC(=O)N2CCC2(C)C(=O)NS(=O)(=O)c2cc(C)ccc2F)c1 (centres undefined) | -3
C[C@@H]1ON(C)[C@H]2C[C@H]3c4cc(-c5ccccc5)ccc4CCN3C[C@@H]12 | -5
CC(C)Oc1cc(F)ccc1-c1cc(C(=O)NCCCn2ccnc2)[nH]n1 | -7
CO[C@@H]1CN(C)C(=O)c2ccc(NC(=O)C3CCC3)cc2OC[C@H](C)N(CC2CCCCC2)C[C@H]1C | -4
O=S1(=O)CC(N2CC=CC2)CN1Cc1cn(Cc2ccccc2)nn1 (centres undefined) | -4
OC[C@@H]1CN(Cc2ccc(-c3ccccc3)cc2)C[C@H](n2cnc3c(NC4CC4)ncnc32)O1 | -5
CC(=O)C1=C(C)N(Cc2ccc(F)cc2)C(=S)NC1c1cccc(Br)c1 (centres undefined) | -6
COc1ccc(-c2nc3c4ccccc4ccn3c2Cc2ccsc2)cc1OC | -2
CC1=C(C(=O)N2CCOCC2)CC(CC(=O)NCCc2ccccn2)C(=O)N1CCCN1CCCC1=O (centres undefined) | -4
COc1ccc(CNC(=O)C2(C)Cc3c(-c4cccc(C(N)=O)c4)ccnc3O2)cc1OC (centres undefined) | -4
CCOC1=C2[C@@H](CN(S(=O)(=O)c3ccc(C)cc3)[C@H]2c2ccc(CC)cc2)[C@H]2C(=O)N(c3ccccc3)C(=O)[C@H]2C1 | -5
O=C(Cn1cc(COc2ccc(-n3cccc3)cc2)nn1)NS(=O)(=O)c1ccccc1C(F)(F)F | -4
C=CCCC1CN(Cc2ccc(OC)cc2)S(=O)(=O)c2c(Oc3cc(C)c(C)c(C)c3)cccc2O1 (centres undefined) | -5
O=C1NC[C@H](Cc2ccccc2)N(C[C@@H]2CCCN2C[C@H](Cc2ccccc2)N2C[C@H](Cc3ccccc3)N(CC3CCCCC3)C(=O)C2=O)C1=O | -4

Next part; the last two above are carried over.
SMILES | GalR3 antag
C=CCCC1CN(Cc2ccc(OC)cc2)S(=O)(=O)c2c(Oc3cc(C)c(C)c(C)c3)cccc2O1 (centres undefined) | -5
O=C1NC[C@H](Cc2ccccc2)N(C[C@@H]2CCCN2C[C@H](Cc2ccccc2)N2C[C@H](Cc3ccccc3)N(CC3CCCCC3)C(=O)C2=O)C1=O | -4
COCCNC(=S)N1CCC2CC1c1cc(-c3ccc4c(c3)OCO4)ccc12 (centres undefined) | -4
Cc1cccc(C)c1NC(=O)C1(C)CCC(=O)N1C1CC1 (centres undefined) | -7
COC(=O)C[C@@H]1C=C[C@@H](NS(=O)(=O)c2ccc(OC)cc2)[C@@H](CO)O1 | -4
COc1cc(F)ccc1-c1cc(C(=O)Nc2ccc(NC(C)=O)cc2)[nH]n1 | -2
O=C1Nc2ccccc2N(C(=O)c2c(F)cccc2F)C1c1nc2ccccc2[nH]1 (centres undefined) | -8
O=C1c2ccccc2C(c2nnnn2-c2ccc3c(c2)OCCO3)N1CCc1c[nH]c2ccccc12 (centres undefined) | -2
N#Cc1ccccc1OCCCN1CCC(C(O)(c2ccccc2)c2ccccc2)CC1 | -8
CCc1nc2c(OCCc3cccc(OC)c3)cccn2c1N(C)C(=O)c1ccc(OC)cc1 | -6
CCc1nc2ccc(C(=O)N(CC)CCN(C)C)cn2c1N(C)Cc1nccs1 | -7
OC(c1ccccc1)c1nc(-c2cnc3ccccc3c2)cs1 (centres undefined) | -9
COCCN1C(=O)CCC1(C)C(=O)Nc1c(C)cccc1C (centres undefined) | -1
Cc1ccc(CNc2nc3cc(-c4ccccc4C)sc3c(=O)n2C)c(C)c1 | -7
O=C1NC[C@H](Cc2ccc(O)cc2)N(CCc2cc(C(F)(F)F)cc(C(F)(F)F)c2)C1=O | -8
Cn1c(=O)c2cc(NC(=S)NCc3ccccc3F)ccc2n1Cc1cccc(C(F)(F)F)c1 | -7
CC1=C(C(=O)N(C)C)CC(CC(=O)NCCCN(C)C)C(=O)N1Cc1ccc(F)cc1 (centres undefined) | -5
COC(=O)C[C@H]1CC[C@H](NC(=O)c2ccc(F)cc2)[C@@H](CO)O1 | -3
CC(C)C[C@@H](NC(=O)OC(C)(C)C)C(=O)N1O[C@]23C=C[C@]14C[C@@H](O)CC[C@]4(C)C2CC[C@]1(C)[C@@H]([C@H](C)/C=C/[C@H](C)C(C)C)CC[C@H]13 (some centres undefined) | 2
COc1ccc(Cn2cc(CN3CC(N4CCSCC4)CS3(=O)=O)nn2)cc1 (centres undefined) | 2
NC(Cc1ccc(F)cc1)c1csc(Nc2nccc(C(F)(F)F)n2)n1 (centres undefined) | -3
Cc1noc(C)c1C(=O)N1CCC1(C)C(=O)NS(=O)(=O)c1cccc(Cl)c1 (centres undefined) | -1
COC(=O)c1ccc2nc(-c3ccc(F)cc3)c(CC3CCCCC3)n2c1 | -2
CC(C)CN1C(=O)CSCC1(C)C(=O)Nc1ccc2c(c1)OCCO2 (centres undefined) | -8
COc1ccc(F)cc1-c1cc(C(=O)NC2CCCCC2)[nH]n1 | -5
CC(C)(C)NC(=O)C1c2ccccc2OCC(=O)N1Cc1cccnc1 (centres undefined) | -8
C[C@@H]1ON(C)[C@H]2C[C@H]3c4cc(-c5ccc6c(c5)OCO6)ccc4CCN3C[C@@H]12 | -4
COc1ccc(C(c2nnnn2Cc2ccccc2)N2CCN(C/C=C/c3ccccc3)CC2)cc1 (centres undefined) | -4
COC(=O)C1CCN(C2CN(Cc3cn(Cc4ccc(C(F)(F)F)cc4)nn3)S(=O)(=O)C2)CC1 (centres undefined) | -5
COCCNC(=O)C1CCCN(C(=O)C2(c3ccc(Cl)cc3)CCCC2)CC1 (centres undefined) | -6
Cn1c(OCC2CCCO2)nc2cc(-c3ccccc3)sc2c1=O (centres undefined) | -8
COc1cccc(CNC(=O)[C@@H]2CCCN2)c1 | -6
OC(c1ccc(Cl)c(Cl)c1)c1ncc(-c2ccccc2F)[nH]1 (centres undefined) | -6
CCc1nc2ccc(C(=O)Nc3cc(-c4ccccc4)ccc3OC)cn2c1N(C)CCCc1ccccc1 | -3
COC(=O)N(C)C[C@@H]1OCc2cn(nn2)CCCC(=O)N([C@H](C)CO)C[C@H]1C | -3
COC(=O)c1ccc2nc(-c3ccc(F)cc3)c(Cc3ccsc3)n2c1 | -8
